Compound activity (PubChem BioAssay)
CTSL1 counter = blocks F. hepatica cathepsin L1 in PFM18AAP counter-screen; inhibition, % at 5.96 µM; recombinant F. hepatica cathepsin L1, Z-Leu-Arg-MCA fluorescence; hit rate 0.49% among 300,000;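 active = inhibition above the mean of all tested compounds plus 3 SD, set per screening campaign, cut at about 17% in these data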;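 also: 0% = plate median of test compound wells and 100% = 1 µM Z-Phe-Ala-diazomethylketone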
PP1 inh = blocks human PP1-alpha phosphatase, a PP5 counter-screen; P62136; purified PP1alpha, OMFP fluorescence; inhibition, % at 6.7 µM; hit rate 0.9% among 320,000;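 active = inhibition above the mean inhibition of all tested compounds plus 3 SD, computed separately for each screening campaign, cut at about 15% in these data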
Target sequence (P62136 whole entry, looked up): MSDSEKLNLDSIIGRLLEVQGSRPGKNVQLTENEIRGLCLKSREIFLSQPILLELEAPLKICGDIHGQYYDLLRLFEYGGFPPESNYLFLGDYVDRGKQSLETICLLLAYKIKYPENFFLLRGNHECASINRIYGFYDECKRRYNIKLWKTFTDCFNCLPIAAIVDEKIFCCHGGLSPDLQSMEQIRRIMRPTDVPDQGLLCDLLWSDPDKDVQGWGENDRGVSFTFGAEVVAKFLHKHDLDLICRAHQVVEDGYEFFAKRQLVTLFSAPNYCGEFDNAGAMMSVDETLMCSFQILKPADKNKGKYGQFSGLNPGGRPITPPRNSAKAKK
TPT1 inhibitor = blocks Candida albicans tRNA 2'-phosphotransferase. recombinant caTPT1, FP RNA substrate dephosphorylation. hit rate 0.81% among 300,000. AID 1962. inhibition, % at 5 µM;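 active = inhibition above the mean of all tested compounds plus 3 SD, set per screening campaign, cut at about 24% in these data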;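 also: plate controls were DMSO alone for no effect and ferristatin control at 100 nM for full effect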
JMJD2C inh = human JMJD2C demethylase inhibition | hit rate 0.069% among 330,000 | GST-JMJD2C(1-420) H3K9me3 demethylation, DELFIA europium | AID 2099 | inhibition, % at 2.35 µM;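 active = more than half of a compound's replicate wells show inhibition beyond 50%, single wells judged on their own value; inconclusive = some, but no more than half, of replicates pass 50% inhibition; inactive = no replicate passes 50% inhibition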;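 also: signal counts dimethyl H3K9 product captured on neutravidin plate; 0% = median of DMSO wells and 100% = 0.3 times that DMSO median; strong numbers were not always called active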
PP5 primary = PP5 (human) phosphatase inhibition | P53041 | purified PP5c, OMFP substrate fluorescence | inhibition, % at 6.7 µM | hit rate 0.18% among 320,000 | AID 1987;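 active = inhibition above the campaign's mean inhibition across all tested compounds plus 3 SD, cut at about 9.5% in these data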;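 also: 0% = DMSO only and 100% = 100 µM cantharidin control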
Target sequence (P53041 whole entry, looked up): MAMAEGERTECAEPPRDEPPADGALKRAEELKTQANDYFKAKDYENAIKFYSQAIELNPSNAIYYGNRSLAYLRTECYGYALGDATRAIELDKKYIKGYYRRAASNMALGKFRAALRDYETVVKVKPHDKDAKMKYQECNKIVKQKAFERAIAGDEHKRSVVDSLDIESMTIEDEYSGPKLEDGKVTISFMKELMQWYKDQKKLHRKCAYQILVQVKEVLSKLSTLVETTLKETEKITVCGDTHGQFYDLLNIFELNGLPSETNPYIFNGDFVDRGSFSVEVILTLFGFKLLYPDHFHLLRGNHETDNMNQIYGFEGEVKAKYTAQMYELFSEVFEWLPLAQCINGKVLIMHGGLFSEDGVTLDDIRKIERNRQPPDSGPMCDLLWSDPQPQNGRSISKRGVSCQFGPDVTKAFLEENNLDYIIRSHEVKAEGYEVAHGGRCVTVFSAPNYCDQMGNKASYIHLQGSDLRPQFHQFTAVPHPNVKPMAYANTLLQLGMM
core dimer inh = HCV core protein dimerization inhibition; TR-FRET GST/Flag-core106 dimerization, 1536-well; inhibition, % at 5 µM; hit rate 0.33% among 300,000;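 active = inhibition above the mean of all tested compounds plus 3 SD, set per screening campaign, cut at about 45% in these data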
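test system = GST/Flag-tagged HCV core106 proteins | probe or stimulus = Eu donor and XL665 acceptor anti-tag antibodies | times = compound-protein-antibody incubation 4 h at 22.5 °C | signal = TR-FRET, excitation 340 nm, emission 617 and 671 nm | measure = percent inhibition of core106 dimerization signal | controls = wells lacking GST-core106 and wells with excess unlabelled core106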
ZTA DNA inh = blocks Epstein-Barr virus ZTA, an EBNA-1 counter-screen; P03206; hit rate 0.15% among 320,000; ZTA-DNA binding, fluorescence polarization; inhibition, % at 11 µM; AID 2234; in the data active = inhibition above about 33%
Target sequence (P03206 whole entry, looked up): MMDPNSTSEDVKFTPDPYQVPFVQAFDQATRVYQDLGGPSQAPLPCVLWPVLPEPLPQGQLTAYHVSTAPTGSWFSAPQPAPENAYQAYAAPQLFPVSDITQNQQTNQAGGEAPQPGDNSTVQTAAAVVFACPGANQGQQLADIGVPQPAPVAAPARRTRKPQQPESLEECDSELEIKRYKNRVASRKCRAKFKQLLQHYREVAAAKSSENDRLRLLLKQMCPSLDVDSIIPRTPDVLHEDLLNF
CR mimetic SO = caloric restriction mimetics inhibiting age-related superoxide in yeast; S. cerevisiae aged cells, superoxide DHE fluorescence; active compounds read low; superoxide response (% of plate mean), % at 10 µM; hit rate 0.18% among 330,000;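 active = superoxide response under a set limit, about three screen SD below normal, cut at about 65% in these data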;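 also: yeast aged for seven days with compound at 30 °C before DHE staining; 100% = average MFI of all compound-treated wells on the plate with controls excluded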
EBNA-1 inh = blocks EBNA-1 binding to DNA | EBNA-1 DNA binding, fluorescence polarization | inhibition, % at 14.8 µM | hit rate 0.34% among 300,000 | AID 1950; in the data active = inhibition above about 28%
An asterisk follows results filed as active; ? = inconclusive; . = no result given; & = joins results of further samples. Rows were taken by chance; 3.1% or so of the library scored in one or more.

| mol | CTSL1 counter | PP1 inh | TPT1 inhibitor | JMJD2C inh | PP5 primary | core dimer inh | ZTA DNA inh | CR mimetic SO | EBNA-1 inh |
| --- | --- | --- | --- | --- | --- | --- | --- | --- | --- |
| Cc1ccc2[nH]c(=O)c(CN(CCCO)S(=O)(=O)c3cccc4nsnc34)cc2c1 | 6 | 0 | 3 | 13&-2 | 1.5 | -4 | 4 | 111 | 7 |
| COc1ccc(NC(=S)NCC2CCCO2)c(OC)c1 (centres undefined) | -2 | -4 | 1 | -1 | -2.8 | -2 | 3 | 88 | -3 |
| CC(C)(C)C(=O)CCN1C(=O)C2(OCCO2)c2ccccc21 | -1 | -2 | -3 | -18 | 1.6 | 1 | -13 | 113 | 2 |
| O=C1NC(c2cccc(Cl)c2)Oc2ccccc21 (centres undefined) | 4 | -1 | -6 | 1 | 0.6 | -2 | -18 | 101 | 10 |
| CC(C)C[C@H](NC(=O)N1c2ccccc2NC(=O)[C@@H]1C(C)C)C(=O)N1CCC[C@@H]1C(=O)O | 3 | -1 | 1 | 5 | -0.2 | 4 | 6 | 93 | 7 |
| COc1ccccc1OCc1ccc(C(=O)Nc2ccc(Cl)cn2)o1 | -3 | 6 | -1 | 27 | 4.4 | 3 | -18 | 105 | -3 |
| Cc1nc2ncnn2c(C)c1CCC(=O)N1CC(C)CC(C)C1 (centres undefined) | -1 | -3 | -4 | ? | 0.4 | 1 | 3 | 95 | 11 |
| CCn1cc(C(=O)N2CCN(C3CCCCC3)CC2)c2cc(OC)c(OC)cc2c1=O | 20* | -2 | -1 | -5 | 2.0 | -13 | 6 | 104 | -2 |
| COc1ccc2c(c1OC)C(=O)N(c1ccc(F)cc1)C2 | 2 | 0 | 1 | 3 | 0.2 | 1 | 0 | 100 | 6 |
| Cc1ccc(S(=O)(=O)Nc2ccc(Cl)cc2)cc1NC(=O)c1cc2c(s1)CCCC2 | 3 | 5 | -3 | -9 | 4.4 | 26 | -4 | 96 | 9 |
| CCCCC(=O)Nc1ccc(NC(=S)NC(=O)CC)cc1OC | 0 | -5 | -2 | -31 | -2.6 | -1 | 10 | 100 | 7 |
| O=C(CCCN1C(=O)/C(=C/c2ccccc2)SC1=S)Nc1ccc(C(=O)O)c(O)c1 | 11 | 8 | -3 | 3 | 5.4 | 5 | -7 | 95 | -1 |
| COc1ccc(Nc2nc(C)c(-c3ccccc3)s2)cc1 | 2 | 2 | -4 | 0 | 1.7 | -4 | 18 | 95 | 11 |
| CCCCCN(C(=O)CCC(=O)OCc1ccccc1F)c1c(N)n(CCCC)c(=O)[nH]c1=O | 0 | -3 | 3 | 3 | 1.2 | -2 | 7 | 94 | 0 |
| Cc1noc(C)c1C(=O)OCC(=O)N(C)C1CCS(=O)(=O)C1 (centres undefined) | -4 | -5 | -2 | -2 | 2.0 | -6 | -17 | 98 | -1 |
| N#CCCN(Cc1cccnc1)S(=O)(=O)c1ccc2ccccc2c1 | . | -3 | . | 13 | 1.7 | . | -3 | 91 | . |
| COc1ccc(CN=C(N)N=C(N)N)cc1Cl | 0 | -4 | 3 | -8 | 0.2 | 0 | 7 | 90 | 5 |
| Cc1onc(-c2ccccc2Cl)c1C(=O)OCC(=O)c1c(N)n(C)c(=O)n(C)c1=O | 7 | -3 | -1 | 16 | 3.0 | 2 | 5 | 81 | 3 |
| Cc1cc(C(=O)NC2CCCc3c2cnn3-c2ccc(C(C)(C)C)cc2)nn1C (centres undefined) | 0 | 2 | -1 | 6 | 1.4 | 7 | -3 | 97 | -2 |
| Cc1ccc(-n2c(C)csc2=N)cc1 | -2 | 0 | 6 | -3 | 2.1 | -4 | -10 | 96 | -6 |

Next section:
| mol | CTSL1 counter | PP1 inh | TPT1 inhibitor | JMJD2C inh | PP5 primary | core dimer inh | ZTA DNA inh | CR mimetic SO | EBNA-1 inh |
| --- | --- | --- | --- | --- | --- | --- | --- | --- | --- |
| O=C(CCc1ccccc1Cl)Nc1ccc(S(=O)(=O)N2CCOCC2)cc1 | 0 | 3 | 0 | 3 | 3.3 | -8 | -16 | 84 | -8 |
| CC(C)(C)n1ncc2c(=O)n(CC(=O)N3CCCc4ccccc43)cnc21 | 3 | -3 | -3 | 0 | 4.4 | -3 | -11 | 94 | -14 |
| Cc1sc2nc(CN3CCOCC3)[nH]c(=S)c2c1C | -4 | 2 | 2 | 0 | 0.3 | 0 | 0 | 90 | -11 |
| Cc1nn2c(COc3ccc(NC(=O)c4ccccc4Cl)cc3)nnc2c2ccccc12 | 0 | 5 | 0 | -4 | 1.7 | 28 | -13 | 121 | 2 |
| O=C(C1=C(O)C(=O)N(CCCn2ccnc2)C1c1ccccc1)c1ccco1 (centres undefined) | 1 | 1 | 1 | -23 | 2.3 | -3 | -7 | 108 | -5 |
| C=CCOC(=O)C1=C(C)NC(=O)NC1c1ccc(OCC)cc1 (centres undefined) | -2 | -2 | 0 | 0 | -2.1 | 3 | 4 | 111 | 1 |
| c1csc(-c2nnc3ccccn23)c1 | -4 | -1 | -5 | -2 | -1.5 | 0 | -2 | 108 | 1 |
| Cc1ccc2c(c1)N(C)/C(=C/c1cccc[n+]1C)S2 | 5 | 3 | 5 | -20 | -0.6 | -5 | -6 | 119 | -2 |
| CCCNC(=O)c1c(NC(=O)C2COc3ccccc3O2)sc2c1CCCC2 (centres undefined) | -2 | -3 | -3 | 4 | 0.2 | 2 | -7 | 92 | 1 |
| CCOc1ccccc1N(CC(=O)O)S(=O)(=O)c1ccc(C)cc1 | -2 | -4 | 0 | 36 | -2.1 | 2 | 1 | 114 | -9 |
| COC(=O)CCCC(=O)N1CCC(CCC(=O)NC2CC2)CC1 | -3 | -4 | -2 | -30 | 2.3 | 5 | -11 | 106 | -3 |
| Cc1ccc2nc(C)c3c(c2c1)SCC3 | 0 | -1 | 0 | 1 | 0.6 | 1 | 4 | 100 | -8 |
| COc1ccccc1NC(=S)N(Cc1ccccc1)Cc1cccnc1 | -1 | 2 | 0 | -28 | -0.2 | 1 | 0 | 86 | -9 |
| O=C(OCC(=O)N(CCc1ccccc1)Cc1ccccc1)c1cc(S(=O)(=O)N2CCOCC2)ccc1F | -6 | 3 | -3 | 2 | 1.0 | 9 | -9 | 97 | -10 |
| CCOC(=O)N1CCN(C(=O)c2ccc(NS(=O)(=O)c3ccc(C)cc3)cc2)CC1 | 4 | -4 | 0 | 4 | -4.2 | -14 | -23 | 95 | 13 |
| CC(C)NC(=S)N1CCN(C/C=C/c2ccccc2)CC1 | 4 | -3 | -1 | 8 | 2.3 | -2 | 3 | 84 | 2 |
| Cc1ccc2c(c1)NC(=O)C(CC(=O)NCCCN1CCc3ccccc3C1)O2 (centres undefined) | -3 | -5 | -1 | -51 | 2.1 | 6 | 0 | 96 | -3 |
| c1ccc(COc2ccc(CNCc3cccs3)cc2)cc1 | -5 | 2 | 1 | -8 | 2.0 | -1 | -8 | 98 | 0 |
| O=C(Nc1ncc(Cc2ccc(SC(F)F)cc2)s1)c1ccccc1 | 0 | 10 | 0 | -28 | -0.9 | -1 | 3 | 102 | 11 |
| O=C(c1ccc(S(=O)(=O)N2CCOCC2)cc1)N1CCN(c2ccccn2)CC1 | 2 | -1 | 3 | -5 | -0.6 | -1 | 11 | 84 | -6 |

Further structures follow.
| mol | CTSL1 counter | PP1 inh | TPT1 inhibitor | JMJD2C inh | PP5 primary | core dimer inh | ZTA DNA inh | CR mimetic SO | EBNA-1 inh |
| --- | --- | --- | --- | --- | --- | --- | --- | --- | --- |
| Cc1ccc(-c2csc(N3CCN(c4ccc5nc(-c6ccncc6)n(CCN6CCCCC6)c5c4)CC3)n2)cc1 | 1 | 11 | 10 | -5 | 2.1 | 3 | 15 | 106 | -4 |
| O=C(CN1CCc2ccccc21)NCc1ccc2c(c1)OCO2 | -5 | 2 | 2 | -1 | 1.8 | 1 | 4 | 111 | -12 |
| NC(=S)N/N=C\c1ccc(-c2cccc(Cl)c2Cl)o1 | 19* | -4 | 3 | 5 | -1.6 | 9 | -1 | 138 | 13 |
| COc1ccc(S(=O)(=O)NCc2ccccn2)cc1NC(=O)c1ccccc1F | 4 | -2 | -3 | 9 | 0.0 | 9 | 1 | 105 | 6 |
| Cc1ccc(S(=O)(=O)N[C@H](C(=O)N2CCC(C(=O)N[C@@H](CCC(N)=O)C(=O)O)CC2)C(C)C)cc1 | -2 | 0 | -5 | 7 | -0.1 | 0 | 18 | 102 | 3 |
| Cc1coc2cc3oc(=O)c4c(c3cc12)CCC4 | 1 | 1 | -4 | -4 | 4.2 | 26 | -7 | 126 | -13 |
| Cc1ccc(OC(=O)C2c3ccccc3Oc3ccccc32)cc1C | 1 | -1 | -1 | -26 | 0.6 | 4 | 1 | 87 | -2 |
| COc1cc(SC)ccc1C(=O)N(C)CC(=O)Nc1cccc2ccccc12 | . | -1 | . | -4 | 1.0 | . | 7 | 96 | . |
| O=C(NCc1ccco1)Nc1cccs1 | -2 | 0 | 0 | 1 | 1.9 | 0 | -11 | 92 | -3 |
| Cc1cccc(C)c1NC(=O)COc1cccc(/C=N/NC(=O)C(=O)NCc2ccccc2)c1 | -4 | -2 | 0 | -2 | 2.4 | 18 | -10 | 99 | 15 |
| CCc1cccc(NC(=O)C2CCN(S(=O)(=O)c3ccc4c(c3)NC(=O)CO4)CC2)c1 | -3 | 2 | -1 | -4 | 2.0 | 13 | -13 | 100 | 5 |
| Cc1cc(NCc2ccccn2)n2ncc(-c3ccccc3)c2n1 | 2 | -2 | 2 | -6 | 0.0 | 0 | 1 | 92 | -16 |
| O=C(NC1CCCC1)C(c1ccsc1)N(Cc1ccccc1)C(=O)Cc1cccs1 (centres undefined) | 2 | 2 | 3 | 1 | 5.5 | 5 | -2 | 100 | -13 |
| CCS(=O)(=O)c1ccc2oc(SCC(=O)NCCc3ccc(OC)cc3)nc2c1 | -9 | 6 | 1 | 15 | -3.0 | 0 | 9 | 113 | 9 |
| Cc1ccc2sc(N(CCCN(C)C)C(=O)c3ccc(S(=O)(=O)N4CCCCCC4)cc3)nc2c1C | 1 | 3 | -1 | -10 | 1.8 | 1 | 8 | 100 | 9 |
| COc1cc(C(=O)Nc2ccc(NC(C)=O)cc2)ccc1OCc1ccccc1 | 0 | 9 | -2 | 18 | 1.9 | -4 | -12 | 123 | -4 |
| COCC(C)n1c(C)cc(C(=O)CSc2nc3ccccc3c(=O)[nH]2)c1C (centres undefined) | -1 | -2 | 0 | 11 | 1.4 | 6 | -9 | 85 | -7 |
| Cc1onc(-c2c(Cl)cccc2Cl)c1C(N)=S | 0 | -1 | 1 | 4 | 4.0 | -2 | -6 | 104 | -9 |
| N#CCC(=O)Nc1ccc(C(=O)OCC(=O)NCc2ccc3c(c2)OCO3)cc1 | . | 1 | . | -4 | 2.8 | . | -15 | 87 | . |
| Cc1ccccc1NC(=O)CC1SC(=Nc2ccc(O)cc2)NC1=O (centres undefined) | -1 | -6 | 5 | -2 | -0.2 | 2 | -2 | 95 | -4 |

The list continues.
| mol | CTSL1 counter | PP1 inh | TPT1 inhibitor | JMJD2C inh | PP5 primary | core dimer inh | ZTA DNA inh | CR mimetic SO | EBNA-1 inh |
| --- | --- | --- | --- | --- | --- | --- | --- | --- | --- |
| C=COC(=O)CSc1nc(-c2cccs2)ccc1C#N | -7 | 7 | 8 | -12 | 0.3 | -2 | -13 | 76 | 9 |
| CC(OC(=O)CC1CCCCC1)C(=O)Nc1cccc(C#N)c1 (centres undefined) | -31 | 0 | 0 | 1 | -0.8 | 2 | -12 | 100 | -19 |
| CC(C)(C)NC(=O)Cn1c(Cl)nc2ccccc21 | -5 | -4 | 1 | 5 | -2.6 | -2 | 0 | 97 | -10 |
| CCn1ncc(CNC(=O)c2cccc([N+](=O)[O-])c2)c1C | -3 | -3 | -1 | 2 | -1.4 | -3 | 12 | 103 | 8 |
